Screening data (PubChem)
PGK inhibitor: qHTS Assay to Find Inhibitors of Phosphoglycerate Kinase | Phosphoglycerate kinase, glycosomal (Trypanosoma brucei brucei), P07378 | PGK/GAPDH coupled, Kinase-Glo luminescence, 60 min | Potency, µM (titrated, usually from 57.5 µM), without a hit: at the highest dose activity change, negative = inhibition, actives largely listed as inhibitors | 380,000 compounds, 0.043% hits; also: % is scaled to controls: 0 for no effect and ±100 for the full control effect; nearly all actives have a fitted effect of over 60% in size
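Recombinant glycosomal PGK reaction used 1,3-bisphosphoglycerate generated in-well by GAPDH (100nM final) in 100mM TEA pH 7.6, 5mM MgCl2, 0.01% Tween-20. After 60 minutes at room temperature, ATP was read by Kinase-Glo Plus luminescence end-point.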
GLS inhibitor: qHTS for Inhibitors of Glutaminase (GLS). Glutaminase kidney isoform, mitochondrial (Homo sapiens), O94925. GLS enzymatic activity, qHTS titration. Potency, µM (highest dose often 45.5 µM), without a hit: at the highest dose activity change, negative = inhibition, most hits filed as inhibitors. 410,000 compounds, 0.21% hits; also: % is scaled to controls: 0 for no effect and ±100 for the full control effect
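hKGA in 45 mM KH2PO4 pH 8.2, 0.02% Tween-20 with pin-transferred compounds; 1 mM L-glutamine (stock) plus glutamate oxidase/HRP/Amplex Red coupling added. Fluorescence read initially and after 30 min at RT.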
HP1b chromo inh: HTS for Inhibitors of HP1-beta Chromodomain Interactions with Methylated Histone Tails; 390,000 compounds, 0.56% hits; Potency, µM (top dose mostly 114 µM), for inactives: top-dose activity change, negative = inhibition, most hits filed as inhibitors; AlphaScreen HP1-beta / biotin-H3K9me3 peptide binding; Chromobox protein homolog 1 (Homo sapiens), P83916; also: nearly all actives have a fitted effect of over 70% in size; inactives centre near 23
Target sequence (P83916 whole entry, looked up): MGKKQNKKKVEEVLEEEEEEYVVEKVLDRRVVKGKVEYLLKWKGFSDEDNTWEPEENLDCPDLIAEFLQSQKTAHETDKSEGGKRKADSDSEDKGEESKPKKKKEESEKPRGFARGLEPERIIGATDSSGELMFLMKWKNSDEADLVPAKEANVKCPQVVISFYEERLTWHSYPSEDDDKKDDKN
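Compound inhibition of the preformed complex between 50 nM HP1-beta and 50 nM biotinylated H3K9me3 peptide was read by AlphaScreen. Buffer was PBS pH 7.4 with 0.01% Tween-20. Incubations ran 30 min at room temperature, with 10 ug/mL donor/acceptor beads.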
ALOX12 inh: Primary qHTS assay for inhibitors of human arachidonate 12S-lipoxygenase (ALOX12): Round 2. Polyunsaturated fatty acid lipoxygenase ALOX12 (Homo sapiens), P18054. purified 12hLO, xylenol orange hydroperoxide absorbance. Potency, µM (doses to about 108 µM), for the others: at the top dose activity change, negative = inhibition, usual class: inhibitors. 580,000 compounds, 1.1% hits; also: % is scaled to controls: 0 for no effect and ±100 for the full control effect
Target sequence (P18054 whole entry, looked up): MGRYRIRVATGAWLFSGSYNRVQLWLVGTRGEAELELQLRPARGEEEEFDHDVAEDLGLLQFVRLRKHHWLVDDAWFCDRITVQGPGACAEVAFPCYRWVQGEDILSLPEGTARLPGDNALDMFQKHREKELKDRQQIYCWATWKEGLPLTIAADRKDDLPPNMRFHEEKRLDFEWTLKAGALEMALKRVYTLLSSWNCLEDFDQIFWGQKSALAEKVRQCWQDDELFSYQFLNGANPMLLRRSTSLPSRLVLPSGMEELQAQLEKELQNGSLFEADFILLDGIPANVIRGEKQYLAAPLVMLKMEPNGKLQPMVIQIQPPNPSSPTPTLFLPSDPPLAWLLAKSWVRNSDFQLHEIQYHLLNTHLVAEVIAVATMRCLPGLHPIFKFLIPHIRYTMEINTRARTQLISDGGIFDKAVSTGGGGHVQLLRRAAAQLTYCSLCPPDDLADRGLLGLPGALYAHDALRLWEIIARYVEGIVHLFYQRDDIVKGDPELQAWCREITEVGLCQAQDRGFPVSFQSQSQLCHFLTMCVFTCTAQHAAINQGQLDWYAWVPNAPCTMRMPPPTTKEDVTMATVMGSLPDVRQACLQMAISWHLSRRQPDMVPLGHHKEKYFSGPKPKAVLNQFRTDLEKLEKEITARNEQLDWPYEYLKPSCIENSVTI
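Purified human 12hLO (150 nM final) in 25 mM Hepes, 0.01% Triton X-100, pH 7.0 was preincubated 15 min at room temperature with compound. Then 40 uM arachidonic acid was added, 30 min. Hydroperoxide was read by Fe-XO absorbance ratio 573/405 nm.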
RGS4 inhibitor: Inhibitors of Regulator of G Protein Signaling (RGS) 4: qHTS. 390,000 compounds, 0.039% hits. AID 504845, 2011. Transcreener GDP fluorescence polarization, RGS4-accelerated GTP hydrolysis. Potency, µM (highest dose often 114 µM), without a hit: at the highest dose activity change, negative = inhibition, usual class: inhibitors. Regulator of G-protein signaling 4 (Homo sapiens), P49798; also: % is scaled to controls: 0 for no effect and ±100 for the full control effect; nearly all actives have a fitted effect of over 75% in size; some results filed as inactive show a strong effect at the top dose
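MLSMR compounds (23 nl, pin-transferred) preincubated 10 min at room temperature with a 500nM (2x) first reagent, then RGS4 at 900nM (2x) plus Transcreener GDP mix added; fluorescence polarization (620/688 nm) read before and after 90 min at 30 °C.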
JMJD2A Tudor inh: qHTS Assay for Inhibitors of JMJD2A-Tudor Domain; AlphaScreen JMJD2A-Tudor / H3K4me3 peptide binding; Potency, µM (titrated, usually from 114 µM), for the others: top-dose activity change, negative = inhibition, most hits filed as inhibitors; 390,000 compounds, 4.4% hits; AID 504339, 2011; also: % is scaled to controls: 0 for no effect and ±100 for the full control effect; nearly all actives have a fitted effect of over 50% in size
TrxR1 inh: qHTS Assay for Inhibitors of Mammalian Selenoprotein Thioredoxin Reductase 1 (TrxR1): qHTS; Thioredoxin reductase 1, cytoplasmic (Rattus norvegicus), O89049; recombinant rTrxR1, NADPH fluorescence consumption, selenite substrate; Potency, µM (titrated, usually from 114 µM), for the others: top-dose activity change, negative = inhibition, actives largely listed as inhibitors; 390,000 compounds, 1% hits; AID 588453, 2011; also: % is scaled to controls: 0 for no effect and ±100 for the full control effect; nearly all actives have a fitted effect of over 65% in size
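Rat TrxR1 (90 nM in the dispensed reagent) was pre-reduced with 400 uM NADPH for 5 min at room temperature, then incubated with compound for 15 min. After 400 uM selenite was added, NADPH fluorescence (Ex 340/Em 450 nm) was followed for 8 min.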
Pin1 inhibitor: qHTS Assay to Find Inhibitors of Pin1; Potency, µM (top dose mostly 115 µM), for inactives: at the highest dose activity, negative = inhibition, hits mostly inhibitors; Peptidyl-prolyl cis-trans isomerase NIMA-interacting 1 (Homo sapiens), Q13526; AID 504891, 2011; Pin1 FP peptide displacement, HiFluor488, 10 min; 390,000 compounds, 0.009% hits; active = well fitted inhibition curve with a large enough effect in the polarisation, with a control signal flat, not every such curve was filed as active; inconclusive = small, poorly fitted or top-dose-only effect, or effect the other way, or a change in a side signal; inactive = no such curve, though single readings can be large or run the other way; the % refers to the polarisation; also: % is scaled to controls: 0 for no effect and ±100 for the full control effect
Target sequence (Q13526 whole entry, looked up): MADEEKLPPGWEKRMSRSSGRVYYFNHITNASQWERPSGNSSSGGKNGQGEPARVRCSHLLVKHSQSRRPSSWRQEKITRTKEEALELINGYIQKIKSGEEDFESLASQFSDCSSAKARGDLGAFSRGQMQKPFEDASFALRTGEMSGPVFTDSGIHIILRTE
ERG-DNA inh: qHTS for Small Molecule Inhibitors of the ERG Ets/DNA interaction; Transcriptional regulator ERG (Homo sapiens), P11308; fluorescence polarization, His-ERG Ets domain / labelled DNA; Potency, µM (series often up to 76.9 µM), without a hit: at the highest dose FP activity, negative = inhibition, actives largely listed as inhibitors; 370,000 compounds, 0.028% hits; active = well fitted inhibition curve with a large enough effect in the polarisation, with a control signal flat; inconclusive = small, poorly fitted or top-dose-only effect, or effect the other way, or a change in a side signal; inactive = no such curve, though single readings can be large or run the other way; the % refers to the polarisation;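 also: polarization taken with two DNA probes labelled with fluorescein and Texas red; % of control where 0% means no effect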
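His-tagged ERG Ets domain (1 uM in the protein solution; 300mM KCl, 50mM Tris-HCl, 1mM EDTA, 1mM DTT, pH 7.5) received compound, then a probe mix of 5 nM fluorescein-DNA and 100nM Texas-615-DNA. Fluorescence polarization was read for both dyes.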
* = called active by the depositor; i = inactive; ? = inconclusive; . = no result given; & = joins results of further samples; [ ] = dose if it differs, or a comment. Unless noted, calls follow the shape of the dose curve; as a rule, active = well fitted curve in the direction sought with a large enough effect; inconclusive = small, poorly fitted or top-dose-only effect, or another doubt; inactive = no such curve, though single readings can be large; an effect the other way counts as inactive or inconclusive. Potency is read from the fitted curve at half-maximal effect. A portion of the library; the hit share may differ from the screen's.

| smiles | PGK inhibitor | GLS inhibitor | HP1b chromo inh | ALOX12 inh | RGS4 inhibitor | JMJD2A Tudor inh | TrxR1 inh | Pin1 inhibitor | ERG-DNA inh |
| --- | --- | --- | --- | --- | --- | --- | --- | --- | --- |
| CCOc1ccc(NC(=O)NCCCSC2CCCCC2)cc1 | i | -8% | 43%[activator] | -23% | -16% | -6% | 19% | -3% | 7% |
| CN1CCN(c2c([N+](=O)[O-])cnc3ccccc23)CC1 | -2% | 1% | 11% | ? | -21% | -20% | 3%[57.1 µM] | -7% | -26% |
| COc1ccc(C(=O)Cn2cc([N+](=O)[O-])nc2C)cc1 | -8% | -2% | 34% | 7% | -22% | -15% | -7% | -2% | 11% |
| CC(=O)N[C@H]1[C@H](OCc2ccccc2F)O[C@H](COC(C)=O)[C@@H](OC(C)=O)[C@@H]1OC(C)=O | 5% | 1% | 24% | 3% | -12% | -2% | 8% | -3% | -3% |
| COc1ccc(-n2c(Cc3cccn3C)nnc2SCC(=O)Nc2ccc(C)c(Cl)c2)cc1 | 0% | 0% | -8% | 286%[activator] | 6% | ? | 10% | 2% | -7% |
| COc1cc(/C=C2/C(=N)N3C=CSC3=NC2=O)ccc1OCCCOc1c(C)cccc1C | . | -1% | 14% | 4% | 16% | 1% | 5% | ? | -1% |
| CC(=O)N1c2ccccc2C2(C)C(C1(C)C)C2(Cl)Cl (stereo unspecified) | -6% | 2% | 13% | 6% | 8% | -19% | 17%[57.1 µM] | -6% | 5% |
| Cc1nc2sccn2c(=O)c1S(=O)(=O)Nc1cccc(Cl)c1C | -4%&-5% | 9%&-1% | 19%&21% | -3%&-18% | 3%&3% | -4%&-7% | 18%[57.1 µM] | 0%&-4% | -8%&0% |
| CCN(CC)C(=O)c1cnn(-c2ccc(F)cc2)c1-n1cccc1 | 2% | 5% | 30% | -37% | -5% | 7% | 14% | -2% | -1% |
| O=[N+]([O-])c1ccccc1S(=O)(=O)Oc1ccc(/C=N/n2cnnc2)cc1 | 4% | -5% | 28% | 15% | -21% | -5% | ? | 0% | 7% |
| COc1cccc(C2C(C(C)=O)=C(C)Nc3ncnn32)c1 (stereo unspecified) | -7% | 1% | 2% | . | 2% | -4% | 2%[57.1 µM] | -4% | 19% |
| CSc1sc(-c2nnc(SCC(=O)Nc3ccccc3)n2C)c2c1C=CCC2 | 0% | 2% | 17% | 232%[activator] | 0% | -11% | -9%[57.1 µM] | 3% | 16% |
| CC(C)(NC(=O)NC(CO)c1ccccc1)c1cccc(C(C)(C)NC(=O)NC(CO)c2ccccc2)c1 (stereo unspecified) | -8% | 1% | 37% | ? | -17% | -21% | 12% | 2% | 7% |
| CC(C(=O)NCc1ccc(Cl)cc1)n1ccc2cc(S(=O)(=O)N3CCCC3)ccc21 (stereo unspecified) | 9% | 0% | 38% | 2% | 6% | -13% | 0% | 5% | 2% |
| CC(=O)OCC(=O)Nc1cc(S(=O)(=O)N2CCCCCC2)ccc1Cl | -9% | 7% | 13%[57 µM] | -17% | 5% | 2% | -2% | -3% | -1% |
| CC(=O)Nc1ccc(-c2csc(N/N=C\c3ccncc3)n2)cc1 | -4% | ? | 5% | -4% | -47% | ? | ? | 2% | 4% |
| CN(C(=O)c1ccccc1OCc1ccc(Cl)cc1)c1ccccc1 | -1% | -4% | 70%[activator] | 12% | -18% | 13% | 12% | -5% | 2% |
| O=C(NC12CC3CC(CC(C3)C1)C2)C1=COCCO1 | -6% | -13% | 39% | 2% | -13% | 8% | -9% | -2% | 8% |
| Cc1c(Br)c(C(F)(F)F)nn1CC(=O)N1CCCC1 | -2% | -5% | 20% | -3% | 13% | -9% | -20% | -8% | . |
| CN1CCN(C(=O)c2cn(C)c3ccc(S(=O)(=O)N(C)C4CCCCC4)cc3c2=O)CC1 | -4% | 4% | 20% | ? | -34% | -27% | -12%[57.1 µM] | -3% | -2% |

Shown as labelled records: entries from further up.
CSc1sc(-c2nnc(SCC(=O)Nc3ccccc3)n2C)c2c1C=CCC2
  PGK inhibitor: 0%
  GLS inhibitor: 2%
  HP1b chromo inh: 17%
  ALOX12 inh: 232%[activator]
  RGS4 inhibitor: 0%
  JMJD2A Tudor inh: -11%
  TrxR1 inh: -9%[57.1 µM]
  Pin1 inhibitor: 3%
  ERG-DNA inh: 16%

CC(C)(NC(=O)NC(CO)c1ccccc1)c1cccc(C(C)(C)NC(=O)NC(CO)c2ccccc2)c1 (stereo unspecified)
  PGK inhibitor: -8%
  GLS inhibitor: 1%
  HP1b chromo inh: 37%
  ALOX12 inh: ?
  RGS4 inhibitor: -17%
  JMJD2A Tudor inh: -21%
  TrxR1 inh: 12%
  Pin1 inhibitor: 2%
  ERG-DNA inh: 7%

CC(C(=O)NCc1ccc(Cl)cc1)n1ccc2cc(S(=O)(=O)N3CCCC3)ccc21 (stereo unspecified)
  PGK inhibitor: 9%
  GLS inhibitor: 0%
  HP1b chromo inh: 38%
  ALOX12 inh: 2%
  RGS4 inhibitor: 6%
  JMJD2A Tudor inh: -13%
  TrxR1 inh: 0%
  Pin1 inhibitor: 5%
  ERG-DNA inh: 2%

(continued)
Sequence of screens – PGK inhibitor	GLS inhibitor	HP1b chromo inh	ALOX12 inh	RGS4 inhibitor	JMJD2A Tudor inh	TrxR1 inh	Pin1 inhibitor	ERG-DNA inh
CCN1CCC(NC(=O)Nc2ccc(F)cc2)CC1
 : -1%	-5%	42%	-1%	-2%	-6%	6%	0%	16%
COc1ccccc1N1CCN(C2CCCN(C(=O)c3cccc(-c4ccco4)c3)C2)CC1 (stereo unspecified)
 : 9%	18%	?	-9%	-16%	?	?	2%	3%
COc1ccccc1CNc1ccc(C(=O)O)cc1
 : 2%	4%	46%[activator]	-25%	-6%	2%	2%	8%	10%
CN1CCCN(C(=O)CNC(=O)c2ccccc2F)CC1
 : 0%	13%	37%	0%	-7%	-4%	-7%	-1%	-3%[15.4 µM]
Cc1ccc(C)n1-c1ccc(N2CCOCC2)nc1
 : -4%	31%[activator]	4%	-26%	-21%	-31%	-16%	-2%	-3%
CC(SCc1ccc(C(=O)O)o1)c1ccc(C(=O)O)o1 (stereo unspecified)
 : -12%	9%	29%	?	35%	-6%	13%	-7%	15%
O=C(O)COc1ccc(/C=C/C(=O)c2ccc(C3CCCCC3)cc2)cc1
 : -5%	0%	-2%	-23%	?	-34%	-14%	.	5%
Cc1ccccc1-n1nnnc1SCC(=O)NNC(=O)c1ccc(NC(=O)CC#N)cc1
 : -1%	19%	40%[activator]	13%	5%	-10%	20%	4%	17%
Cc1c(NC(=O)c2cc(-c3cccs3)on2)c(=O)n(-c2ccccc2)n1C
 : -11%	-2%	11%	21%	-3%	-8%	3%[57.1 µM]	-11%	0%
CCOc1ccc2nc(SCC(=O)NC(=O)NCc3ccco3)[nH]c2c1
 : i	1%	6%	-19%	-25%	-20%	10%[57.1 µM]	-9%	3%
Cc1ccccc1Nc1nc(N)nc(CSCC(=O)Nc2cccc(Br)c2)n1
 : -1%	-8%	26%	16%	-13%	-21%	5%	1%	-12%
O=C(CN1CCCC1)NC(=O)NC1CCCC1
 : 0%	1%	18%	-12%	1%	-11%	0%[57.1 µM]	2%	2%
COc1ccc(NC(=O)CN(C)C(=O)c2cccc(S(=O)(=O)N3CCN(Cc4ccccc4)CC3)c2)cc1
 : -1%	12%	11%	.	2%	-22%	19%	0%	-3%
CCNc1nc(SC(C)C(=O)Nc2ccccc2)nc(N2CCOCC2)n1 (stereo unspecified)
 : 5%	5%	20%	-14%	1%	-2%	10%	-16%	3%
Cc1ccc(Cl)cc1-n1ncc2c(Nc3cccc(C)c3C)ncnc21
 : i	2%	-1%	?	?	-35%	15%[57.1 µM]	?	5%
COC(=O)C1=C(C(=O)OC)SC(=C2C(=S)C(C)(C)N(C(=O)C3CC3)c3ccccc32)S1
 : -11%	19%	7.1µM*	-29%	-34%	6.3µM*	10%	-1%	.
CCCn1cnc2cc(NC(=O)c3ccco3)ccc21
 : -9%	3%	30%	0%	-24%	-14%	25%	1%	-2%
CCOC(=O)c1noc2ncnc(Nc3cccc(C(F)(F)F)c3)c12
 : -10%	12%	42%[activator]	-15%	-6%	-10%	9%[57.1 µM]	-5%	-1%
COc1ccc(CNCC(=O)Nc2cccc(S(N)(=O)=O)c2)cc1
 : -2%	-6%	7%	?	-5%	0.71µM*	-14%	-5%	-7%
